uPA generation = inhibitors of cell surface uPA generation. cell surface uPA generation assay, qHTS. Potency, µM (doses to about 38.3 µM), for the others: top-dose activity change, negative = inhibition, most hits filed as inhibitors. hit rate 0.31% among 330,000. AID 540303; active = well fitted inhibition curve with a large enough effect; inconclusive = small, poorly fitted or top-dose-only effect; inactive = no such curve, though single readings can be large or run the other way; tested in mouse RAW 264.7 cells; also: % is scaled to controls: 0 for no effect and ±100 for the full control effect; nearly all actives have a fitted effect of over 55% in size
Rab9 prom act = activates the Rab9 promoter; Huh7 Rab9 promoter-luciferase reporter, luminescence, 24 h; Potency, µM (titrated, usually from 9.22 µM), without a hit: at the top dose activation, negative = inhibition, hits mostly activators; hit rate 2.8% among 320,000; AID 485297; also: % of control where 0% means no effect; nearly all actives have a fitted effect of over 60% in size
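Steps: seed 1500 Huh7 Rab9-luc cells per well, rest 2 h at 37 °C; add compound in DMSO; incubate 24 h; add luciferase reagent, 10 min ambient; read luminescence.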
Gal4-VP16 FLuc = Gal4-VP16 reporter inhibition counter-screen; Drosophila S2 Gal4-VP16 UAS-luciferase, luminescence, 20 h; Potency, µM (doses to about 53.6 µM), for the others: top-dose activity, negative = inhibition, most hits filed as inhibitors; hit rate 3.5% among 310,000;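 also: Gal4-VP16 expression switched on by copper sulfate through the metallothionein promoter; % is scaled to controls: 0 for no effect and ±100 for the full control effect; nearly all actives have a fitted effect of over 50% in size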
p53 reactivator = restores transcriptional activity of mutant p53; H1299 p53-A138V BP100-luciferase reporter, luminescence, 24 h; Potency, µM (series often up to 92.2 µM), without a hit: at the top dose activity change, positive = activation, hits mostly activators; hit rate 0.063% among 320,000; also: % of control where 0% means no effect; nearly all actives have a fitted effect of over 45% in size
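H1299 (p53-null), stable ts p53-A138V + BP100-Luc; 1000 cells/well, Opti-MEM/10% FBS; cpd 4 pt, 1:5; 24 h, 37 deg C, 5% CO2; detection reagent 10 min RT; luminescence.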
BRCA1 expr act = BRCA1 expression activation; MCF7-BRCA1-FFLuc reporter, luminescence, 48 h; response scale: scaled: vehicle 0%, 10 µM genistein 100%; Potency, µM (doses to about 46.1 µM), inactives show at the top dose activation, actives largely listed as activators; hit rate 1.1% among 380,000; AID 624202; also: nearly all actives have a fitted effect of over 80% in size; some results filed as inactive show a strong effect at the top dose
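First, MCF7-BRCA1-FFLuc cells (2000/well) attach for 2 h; next, compounds are pin-added and incubated 48 h at 37 °C; finally, luciferase reagent is added and luminescence read after 15 min.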
RORgamma inh = ROR gamma (mouse) transcription inhibition; P51450; Drosophila S2 Gal4-RORgamma UAS-luciferase reporter, 20 h; Potency, µM (titrated, usually from 53.6 µM), for the others: top-dose activity change, negative = inhibition, hits mostly inhibitors; hit rate 5.4% among 310,000; also: % is scaled to controls: 0 for no effect and ±100 for the full control effect; nearly all actives have a fitted effect of over 60% in size
Target sequence (P51450 whole entry, looked up, the tested form may be a part): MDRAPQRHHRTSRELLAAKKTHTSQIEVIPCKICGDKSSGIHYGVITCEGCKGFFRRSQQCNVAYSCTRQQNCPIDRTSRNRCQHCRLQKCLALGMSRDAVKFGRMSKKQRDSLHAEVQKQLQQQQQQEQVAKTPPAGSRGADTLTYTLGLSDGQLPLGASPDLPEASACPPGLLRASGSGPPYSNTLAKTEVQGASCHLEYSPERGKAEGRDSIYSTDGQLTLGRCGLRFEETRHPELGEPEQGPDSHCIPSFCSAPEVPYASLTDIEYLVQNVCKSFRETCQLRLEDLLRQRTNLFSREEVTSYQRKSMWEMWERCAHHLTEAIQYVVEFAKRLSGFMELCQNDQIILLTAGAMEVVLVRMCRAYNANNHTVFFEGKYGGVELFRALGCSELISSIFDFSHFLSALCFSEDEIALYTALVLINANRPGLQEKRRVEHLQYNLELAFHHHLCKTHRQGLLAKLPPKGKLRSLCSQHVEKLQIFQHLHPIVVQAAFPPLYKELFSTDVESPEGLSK
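ROR gamma transcriptional activity was tracked as Gal4-UAS luciferase output in stably transfected Drosophila Schneider cells, with compound added 1 hr before 700 uM copper sulfate induction and a 20 hr ambient-temperature incubation.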
ELG1 genotox = induces genotoxicity in HEK293T cells with luciferase-tagged ELG1. Potency, µM (titrated, usually from 46 µM), for the others: at the top dose activity change, positive = activation, hits mostly activators. HEK293T ELG1-luciferase reporter, luminescence, 16 h. hit rate 1.3% among 330,000. AID 504466; also: % of control where 0% means no effect; nearly all actives have a fitted effect of over 60% in size
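Cells (2,000/well) expressing the ELG1-luciferase fusion are dosed by pin tool and kept 16 hr at 37 °C, 5% CO2. Signal comes from ONE-Glo luciferase reagent after 30 min at room temperature.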
NPC1 promoter act = activates the NPC1 promoter; Potency, µM (top dose mostly 9.22 µM), without a hit: at the highest dose activation, hits mostly activators; hit rate 2.4% among 320,000; AID 485313; Huh7 NPC1 promoter luciferase reporter, 24 h;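 also: % of control where 0% means no effect; nearly all actives have a fitted effect of over 60% in size; reporter is driven by a mutant NPC1 promoter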
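NPC1 promoter–luciferase Huh7 cells; 24 h compound; luminescence.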
FLuc counter = firefly luciferase modulation, counter-screen for miR-21 project; purified FLuc, Km substrates, luminescence inhibition; Potency, µM (titrated, usually from 57.5 µM), for inactives: top-dose activity change, negative = inhibition, most hits filed as inhibitors; hit rate 6.9% among 360,000;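 also: plate controls were vehicle for no effect and reference inhibitor for full effect; nearly all actives have a fitted effect of over 55% in size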
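Purified P. pyralis luciferase, 10 nM final, with Km-level 10 uM D-luciferin and 10 uM ATP in 50 mM Tris acetate pH 7.5, 10 mM Mg acetate, 0.01% Tween-20, 0.05% BSA; 6-point qHTS titration about 60 µM downward; luminescence read.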
MBNL1-CUG inh = blocks human MBNL1 binding to CUG repeat RNA. Q9NR56. TR-FRET MBNL1-His/biotin-(CUG)12 binding, 665/545 ratio. Potency, µM (doses to about 57.5 µM), for the others: top-dose activity change, negative = inhibition, usual class: inhibitors. hit rate 0.036% among 280,000. AID 2675; active = well fitted inhibition curve with a large enough effect in the signal ratio, with a control signal flat, not every such curve was filed as active; inconclusive = small, poorly fitted or top-dose-only effect, or effect the other way, or a change in a side signal; inactive = no such curve, though single readings can be large or run the other way; the % refers to the signal ratio; also: % is scaled to controls: 0 for no effect and ±100 for the full control effect
Target sequence (Q9NR56 whole entry, looked up): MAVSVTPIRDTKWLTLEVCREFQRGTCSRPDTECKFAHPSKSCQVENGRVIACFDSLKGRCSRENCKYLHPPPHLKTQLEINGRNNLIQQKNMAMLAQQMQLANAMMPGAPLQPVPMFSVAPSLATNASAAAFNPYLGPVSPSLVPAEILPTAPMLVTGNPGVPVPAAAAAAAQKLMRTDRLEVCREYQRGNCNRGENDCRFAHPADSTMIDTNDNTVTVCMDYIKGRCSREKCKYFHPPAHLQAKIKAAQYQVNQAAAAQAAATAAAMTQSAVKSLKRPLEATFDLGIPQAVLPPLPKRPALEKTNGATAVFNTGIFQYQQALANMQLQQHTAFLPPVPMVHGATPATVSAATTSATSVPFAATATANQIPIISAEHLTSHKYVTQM
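His-tagged MBNL1 binding to biotinylated (CUG)12 RNA was measured by TR-FRET using terbium anti-His antibody (0.055 ng/ul final) and streptavidin-XL665 (5 nM final). Compounds were titrated 92 nM to 58 uM; 60 min at room temperature.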
An asterisk follows results filed as active; ? = inconclusive; . = not tested or not shown; & = joins results of further samples; [ ] = dose if it differs, or a comment. Unless noted, calls follow the shape of the dose curve; as a rule, active = well fitted curve in the direction sought with a large enough effect; inconclusive = small, poorly fitted or top-dose-only effect, or another doubt; inactive = no such curve, though single readings can be large; an effect the other way counts as inactive or inconclusive. Potency is read from the fitted curve at half-maximal effect.

SMILES	FLuc counter	MBNL1-CUG inh	ELG1 genotox	uPA generation	BRCA1 expr act	p53 reactivator	Rab9 prom act	RORgamma inh	NPC1 promoter act	Gal4-VP16 FLuc
N/C(=N/OCC(=O)Nc1cccc2ccccc12)c1nonc1N	-6%	6%	-2%	1%	-18%	-18%	1%	27%	3%	4%
O=[N+]([O-])c1ccc(OCCCn2cncn2)cc1	4%	?	-1%	2%	-1%	.	2%	-29%	-2%	-3%
Cn1cc(C(=O)N2CCc3ccccc3C2)c(=O)c2cc(S(=O)(=O)N3CCOCC3)ccc21	-3%	-6%	2%	2%	-7%	-4%	4%	5%	-3%	8%
O=C1CCC(C(=O)N2CCCCCC2)CN1CCc1ccc(Cl)cc1 (stereo not given)	-6%	0%	0%	-1%	7%	7%	-2%	28%	-6%	-4%
CN(C)c1ccc(NC(=O)Nc2ccc3snnc3c2)cc1	7.6µM*	15%	12%	-1%	64%	?	?	-7%	?	7%
CCOC(=O)C1=C(C)NC(=O)NC1c1c(O)ccc2ccccc12 (stereo not given)	0%	4%	1%	-10%	3%	-1%	3%	-14%	-1%	5%
O=C(COC(=O)CNS(=O)(=O)c1cccc(F)c1)NCCc1ccccc1	0%	.	2%	0%	3%	-7%	0%	.	-9%	.
Cc1cccc(NC(=O)c2ccc([N+](=O)[O-])o2)n1	-2%	?	0%	-13%	-74%	-27%	6%	11µM*	1%	?
Cc1nnc(NC(=O)CSc2n[nH]c(-c3ccccc3)n2)s1	-20%	-8%	0%	-40%	-11%	2%	-3%	1%	0%	-18%
COc1cc(OC)c2c(-c3ccccc3)cc(=O)oc2c1	?	-2%	12%	-2%	4%	-3%	1%	-11%	-3%	7%
Cc1nc2ccccn2c1C(=O)CSc1ccc(Cl)cc1Cl	1%	3%	-2%	2%	-40%	4%	-2%	-4%	-5%	-9%
O=C(CN1CCN(S(=O)(=O)c2ccc(Br)cc2)CC1)N/N=C/c1ccco1	4%	13%	1%	-2%	-4%	-8%	-4%	24%	0%	9%
O=C(O)C1Sc2[nH]c(=O)sc2C2c3cc(Br)ccc3OC(=O)C12 (stereo not given)	-12%	16%	0%	0%	-10%	1%	1%	-1%	-3%	-1%
COc1ccc(Cc2nc3ccc(C(=O)N4CCOCC4)cc3o2)cc1	13µM*	3%	18µM*	1%	?	22%	4µM*	-19%	3.2µM*	4%
CCCCC(=O)OCC(=O)c1[nH]c(C)c(C(=O)OCC)c1C	1.9µM*	-7%	12%	.	-17%	-1%	-1%	18%	0%	9%

SMILES	FLuc counter	MBNL1-CUG inh	ELG1 genotox	uPA generation	BRCA1 expr act	p53 reactivator	Rab9 prom act	RORgamma inh	NPC1 promoter act	Gal4-VP16 FLuc
CN(CCc1ccccc1)C(=O)c1cccc(NC(=O)Cc2ccc([N+](=O)[O-])cc2)c1	.	.	-5%	4%	-24%	-3%	.	.	.	.
Cc1cc(N2CCCCC2)nc(SCc2ccc(C#N)cc2)n1	-4%	-5%	-2%	0%	-3%	6%	0%	-35%	1%	?
CN(n1cnc2ccccc2c1=O)S(C)(=O)=O	1%	4%	2%	-3%	-11%	0%	1%	-10%	-2%	1%
COc1ccc2oc(=Nc3cc(F)ccc3F)c(C(N)=O)cc2c1	-1%	8%	?	-4%	-1%	-1%	-19%	40%	-28%	-10%
CC(C)(C)n1nc2c(c1NC(=O)COc1ccc(Cl)cc1)CS(=O)(=O)C2	0%	-3%	-7%	-1%	-28%	-4%	-1%	17%	-2%	11%
CCC(=O)N(Cc1cc2cc(OC)ccc2[nH]c1=O)c1ccc(C)cc1C	3%	-5%	0%	-5%	0%	-15%	-4%	29%	0%	-5%
NS(=O)(=O)c1ccc(NC(=O)COC(=O)COc2ccccc2)cc1	0%	-8%	-2%	-7%	29%	-1%	-2%	-2%	2%	-5%
O=C(Nc1cccc(S(=O)(=O)N2CCCC2)c1)c1ccc(Cl)nc1	.	.	-8%	-9%	-42%	0%	.	.	.	.
CCOC(=O)[C@H]1[C@H]2COc3ccc(Cl)cc3[C@@H]2N2C(=O)CN(Cc3ccco3)C(=O)[C@@]12C	0%	.	1%	-6%	-2%	-9%	-3%	.	0%	.
Cc1ccc(NC(=O)CSc2nc3nc(C)cc(C)c3c(=O)[nH]2)cc1	0%	-22%	?	-2%	-43%	5%	5%	-18%	7%	8%
O=C(Nc1nnc(SCc2ccccc2Cl)s1)c1cccc([N+](=O)[O-])c1	?	?	-4%	-4%	-9%	6%	-3%	-32%	-2%	?
COc1ccc(-c2nnc3ccc(SCC(=O)Nc4cc(C)on4)nn23)cc1OC	-2%	7%	1%	4%	1%	0%	0%	12%	-2%	-7%
CCCN(CCC)C(=O)c1oc2ccccc2c1NC(=O)Cc1cccc(OC)c1	0%	10%	-6%	0%	1%	21%	0%	-3%	0%	9%
CCOc1ccccc1NC(=O)/C=C/C(N)=O	1%	-8%	-1%	?	8%	-10%	-5%	4.5µM*	-1%	5.6µM*
O=C(c1cnc2sccn2c1=O)N1CCCc2ccccc21	7%	1%	10%	-24%	-1%	4%	-2%	-21%	-3%	24%

SMILES	FLuc counter	MBNL1-CUG inh	ELG1 genotox	uPA generation	BRCA1 expr act	p53 reactivator	Rab9 prom act	RORgamma inh	NPC1 promoter act	Gal4-VP16 FLuc
O=C(COc1ccccc1)NC(=S)Nc1ccc2c(c1)Cc1ccccc1-2	-1%	9%	2%	2%	0%	0%	-2%	?	1%	-24%
CC(=O)Nc1ccc(C2NC(=O)CCC2[N+](=O)[O-])cc1 (stereo not given)	5%	4%	0%	1%	19%	1%	6%	-3%	-7%	-5%
CCc1ccccc1NC1=NCC(=O)N1Cc1ccccc1	4%	-11%	2%	2%	-13%	-6%	-5%	26%[10 µM]	0%	0%
O=C(CCNC(=O)c1ccccc1Cl)Nc1nc2ccc(F)cc2s1	?	.	11%	-5%	?	?	25%	.	28%	.
CN(CCO)c1ccc(-c2nn(C)c(=O)c3ccccc23)cc1[N+](=O)[O-]	2%	.	6%	-1%	-29%	-6%	-5%	-23%	-4%	3%
O=C(COc1coc(CN2CCc3ccccc3C2)cc1=O)Nc1cccc([N+](=O)[O-])c1	-2%	.	0%	-1%	1%	5%	-9%	.	0%	.
CSc1cccc(NC(=O)CN(c2ccccc2)S(=O)(=O)N(C)C)c1	6%&0%	-11%	0%	.	-3%&-18%	2%	3%	-5%	-1%	1%
CCOC(=O)CC(=O)CSc1ccc2nnc(-c3ccccc3)n2n1	2%	?	0%	.	3%	-4%	-5%	9%	-3%	17%
COc1ccc(-c2ccc3c(c2)S(=O)(=O)c2cccc(C(=O)NCc4cccc(OC(F)(F)F)c4)c2C3=O)cc1OC	.	.	17%	-4%	-5%	0%	.	.	.	.
Cc1cc(C)cc(NC(=S)/C(=C(\[O-])c2ccc(Cl)s2)[n+]2cccc(C)c2)c1	1%	2%	-11%	3%	-27%	-4%	-8%	-44%	-9%	7%
CCN(CC)C(=S)NC(=O)c1ccc(F)cc1	-1%	-4%	0%	2%	-17%	-3%	-13%	0.79µM*	-6%	2.8µM*
C=CCn1c(SCC(=O)N2CCc3ccccc3C2)nc2sc(C)cc2c1=O	-1%	-4%	-2%	3%	-43%	-3%	-6%	?	-5%	-7%
C[C@H](NC(=O)c1ccc2c(c1)OCO2)c1nnc2ccccn12	-5%	1%	3%	-3%	11%	-2%	1%	-4%	-2%	3%
COc1ccc(CNC(=O)CN(Cc2ccco2)C(=O)CNS(=O)(=O)c2ccc(C)cc2)cc1	1%	-3%	-6%	4%	-3%	-5%	-1%	19%	0%	-9%
COc1ccc2c3c(c(=O)oc2c1OCC(=O)C(C)(C)C)CCCC3	4%	-2%	3%	-8%	-15%	2%	-5%	?	-3%	-8%

SMILES	FLuc counter	MBNL1-CUG inh	ELG1 genotox	uPA generation	BRCA1 expr act	p53 reactivator	Rab9 prom act	RORgamma inh	NPC1 promoter act	Gal4-VP16 FLuc
CCCc1cc(=O)[nH]c(SCC(=O)NC2CC2)n1	.	.	-2%	6%	-1%	-1%	.	.	.	.
COc1cccc(CN2CCN(CC#Cc3ccccc3)CC2CCO)c1 (stereo not given)	1%	-4%	-7%	-5%	-17%	?	-1%	-5%	9%	1%
Cc1ccccc1C(=O)Nc1ccnn1C1CCN(Cc2ccncc2)CC1	1%	-2%	4%	1%	-13%	18%	-3%	-8%	-1%	0%
CCCCCOC(=O)C1=C(C)Nc2nnnn2C1c1ccc(OC)c(OC)c1OC (stereo not given)	3%	-15%	-1%	.	-27%	2%	-2%	-24%	-2%	-13%
CCN1CC(CN(C)Cc2nc(-c3ccc(C(F)(F)F)cc3)no2)CC1=O (stereo not given)	0%	-1%	2%	-2%	-17%	-4%	-9%	?	-9%	?
COc1ccc(-c2cc(C(F)(F)F)nc(SCC(=O)Nc3sc4c(c3C#N)CCC4)n2)cc1	3%	?	-1%	.	-16%	-3%	-5%	5%	-2%	3%
C/C(=N\N1C(=O)c2ccccc2C1=O)c1cccc([N+](=O)[O-])c1	17µM*	?	0%	1%	-4%	4%	1%	-18%	-1%	-2%

High-throughput results deposited in PubChem BioAssay by National Center for Advancing Translational Sciences (NCATS).
